Screening data as filed in PubChem BioAssay.
TRb SRC2 PPI: qHTS for Inhibitors of the Interaction of Thyroid Hormone Receptor and Steroid Receptor Coregulator 2. Thyroid hormone receptor beta (Homo sapiens), P10828. TRbeta-SRC2 peptide binding, fluorescence polarization; receptor liganded with 1 µM T3. Potency, µM (doses to about 106 µM), without a hit: at the top dose activity change, negative = inhibition, most hits filed as inhibitors. hit rate 0.065% among 280,000; active means well fitted inhibition curve with a large enough effect; inconclusive means small, poorly fitted or top-dose-only effect, or effect the other way;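 further: plate controls were bound peptide for no effect and peptide without receptor for full effect; nearly all actives have a fitted effect of over 50% in size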
Target sequence (P10828 whole entry, looked up): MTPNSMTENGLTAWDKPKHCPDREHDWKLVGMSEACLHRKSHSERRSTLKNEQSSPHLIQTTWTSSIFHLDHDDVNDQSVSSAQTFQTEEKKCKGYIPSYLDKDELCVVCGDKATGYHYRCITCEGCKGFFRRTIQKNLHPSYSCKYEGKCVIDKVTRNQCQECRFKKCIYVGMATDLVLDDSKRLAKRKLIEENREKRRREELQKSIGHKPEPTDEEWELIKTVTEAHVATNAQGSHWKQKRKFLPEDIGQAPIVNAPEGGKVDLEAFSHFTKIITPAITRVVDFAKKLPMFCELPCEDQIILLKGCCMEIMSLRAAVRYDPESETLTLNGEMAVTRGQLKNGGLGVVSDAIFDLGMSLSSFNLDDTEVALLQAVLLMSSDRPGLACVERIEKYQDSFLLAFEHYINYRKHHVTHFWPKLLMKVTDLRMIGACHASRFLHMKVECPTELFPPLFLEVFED
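Human TRb LBD (0.6 uM) plus Texas Red-labeled SRC2 peptide (20 nM), 1uM T3, 5% DMSO, 5 hr at ambient temperature. Decreased polarization (555/632 nm) flags inhibition; data normalized to free and bound peptide controls.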
TR SRC2 fluor cs: Total Fluorescence Counterscreen for Inhibitors of the Interaction of Thyroid Hormone Receptor and Steroid Receptor Coregulator 2; TRb/SRC2 Texas Red total fluorescence interference; Potency, µM (highest dose often 106 µM), without a hit: top-dose fluorescence change, negative = quenching; hit rate 0.29% among 280,000; AID 1479, 2009; active means well fitted curve in either direction with a large enough effect; inconclusive means small, poorly fitted or top-dose-only effect
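Human TRb ligand-binding domain at 0.6 uM with 20 nM Texas Red SRC2 peptide in Tris buffer containing 1 uM T3 and 5% DMSO, incubated with compound 5 h at ambient temperature. Total fluorescence (555/632 nm) calculated as parallel + 2 × perpendicular.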
* hit, by the source's call; [ ] = remark or other dose. Unless noted, on the % scale 0 is the no-effect control and ±100 the full control effect; potency means the concentration at half of the fitted maximal effect.

What do the screens show for `Cc1ccc(/C=C/c2onc(C)c2S(=O)(=O)N2CCC(C(=O)N3CC(C)Oc4ccccc43)CC2)cc1` (centres undefined)?
TRb SRC2 PPI: -5%; TR SRC2 fluor cs: -2%

Results for CCCc1nnc(SCc2cc(=O)c3c(C)cc(C)cc3[nH]2)n1C ?
TRb SRC2 PPI: -8%; TR SRC2 fluor cs: 1%

Results for CCOC(=O)C1CCC(CN(Cc2ccccc2)S(=O)(=O)c2ccc(Cl)cc2)CC1 (centres undefined) ?
TRb SRC2 PPI: 11%; TR SRC2 fluor cs: 0%

How did CSc1nn(Cc2ccccc2C)c(NC(C)=O)c1S(=O)(=O)c1ccc(C)cc1 do in these assays?
TRb SRC2 PPI: 8%; TR SRC2 fluor cs: -1%

What do the screens show for `O=C(Nc1ccccc1C(=O)OCc1cc(=O)n2c3c(sc2n1)CCCC3)c1ccc(F)cc1`?
TRb SRC2 PPI: 1%; TR SRC2 fluor cs: -1%

How did Cc1cccc(C(=O)N2CCc3cc(CNC(=O)Cc4ccc(F)cc4)ccc32)c1 do in these assays?
TRb SRC2 PPI: 1%; TR SRC2 fluor cs: -12%

What do the screens show for `Cc1ccc(C2CCN(C(=O)c3cnn(-c4ccc(C)cc4)c3C3CCN(C(=O)OC(C)(C)C)CC3)C2)cc1` (centres undefined)?
TRb SRC2 PPI: -5%; TR SRC2 fluor cs: 0%

How did Cc1cccc(N2CCN(c3ncnc4onc(-c5ccc(F)cc5)c34)CC2C)c1 (centres undefined) do in these assays?
TRb SRC2 PPI: 0%; TR SRC2 fluor cs: 4%

Results for Cc1c(Cl)cccc1NC(=O)Cn1cnc(S(=O)(=O)N2CCCC2)c1 ?
TRb SRC2 PPI: 0%; TR SRC2 fluor cs: -3%

How did CN(C)c1ccc(NC(=O)CSc2nc3ccsc3c(=O)n2CCCCCC(=O)O)cc1 do in these assays?
TRb SRC2 PPI: 7%; TR SRC2 fluor cs: 1%

What do the screens show for `O=C(c1cccs1)N1CCCc2cc(NS(=O)(=O)c3ccc(Cl)cc3)ccc21`?
TRb SRC2 PPI: 1%; TR SRC2 fluor cs: -1%

Results for CCOC(=O)c1c(C)oc2nc(C)nc(NCc3ccc(F)cc3)c12 ?
TRb SRC2 PPI: 6%; TR SRC2 fluor cs: -2%

How did CCN1CCN(C(c2ccc(C)cc2)c2sc3nc(-c4ccco4)nn3c2O)CC1 (centres undefined) do in these assays?
TRb SRC2 PPI: 0%; TR SRC2 fluor cs: 1%

What do the screens show for `Cc1cc(=O)n(Cc2ccc(Cl)cc2)c2c1c(C)nn2-c1ccccc1`?
TRb SRC2 PPI: 1%; TR SRC2 fluor cs: 3%

How did Cc1ccc(NC(=O)CN2C=NS(=O)(=O)c3ccccc32)c(C)c1 do in these assays?
TRb SRC2 PPI: 6%; TR SRC2 fluor cs: -4%

How did Cc1ccc2nc(N3CCC(C(=O)N4CCN(c5cccc(C)c5C)CC4)CC3)[nH]c2c1 do in these assays?
TRb SRC2 PPI: -2%; TR SRC2 fluor cs: 0%

How did O=S(=O)(NCCc1csc(-c2ccc(F)cc2)n1)c1ccc(F)cc1F do in these assays?
TRb SRC2 PPI: 0%; TR SRC2 fluor cs: 3%

What do the screens show for `Cc1ccc(Cn2cnc3nc4c(cc3c2=O)CC(C)CC4)cc1` (centres undefined)?
TRb SRC2 PPI: 6%; TR SRC2 fluor cs: -25%

How did CCc1cccc(C)c1NC(=O)CN1CCCN(Cc2ccc(C)cc2)S1(=O)=O do in these assays?
TRb SRC2 PPI: -3%; TR SRC2 fluor cs: 1%

Results for Cc1cccc(N2CCN(C(=O)CS(=O)(=O)c3cccc4nsnc34)CC2C)c1 (centres undefined) ?
TRb SRC2 PPI: -3%; TR SRC2 fluor cs: -2%

How did Cc1c(Cl)cccc1-n1c(SCC(=O)NCc2ccccc2)nc2n[nH]c(C)c2c1=N do in these assays?
TRb SRC2 PPI: -3%; TR SRC2 fluor cs: 2%

How did CSc1ncc2c(n1)-c1ccccc1N(Cc1ccc(Cl)cc1)S2(=O)=O do in these assays?
TRb SRC2 PPI: -1%; TR SRC2 fluor cs: -1%

What do the screens show for `CCc1ccc(NC(=O)Cn2nc3c4ccccc4n(Cc4ccccc4)cc-3c2=O)cc1`?
TRb SRC2 PPI: -1%; TR SRC2 fluor cs: -1%

Results for Cc1nc(-c2ccc(Cl)cc2)sc1CCNC(=O)c1ccco1 ?
TRb SRC2 PPI: -3%; TR SRC2 fluor cs: 1%

How did CCC(CC)C(=O)Nc1nnc2n1CCS2 do in these assays?
TRb SRC2 PPI: -4%; TR SRC2 fluor cs: 0%

What do the screens show for `O=C(CN1CCCN(Cc2cccc(Cl)c2)S1(=O)=O)Nc1ccc2c(c1)OCCO2`?
TRb SRC2 PPI: 1%; TR SRC2 fluor cs: 0%

Results for COc1ccc(-c2ccc(NS(=O)(=O)c3ccc(NC(C)=O)cc3)cc2)nn1 ?
TRb SRC2 PPI: -3%; TR SRC2 fluor cs: -8%

Results for CCCCCCc1cc2cc(-c3cn4c(n3)sc3cc(OC)ccc34)c(=O)oc2cc1O ?
TRb SRC2 PPI: -11%; TR SRC2 fluor cs: 1%

What do the screens show for `COc1ccc(OC)c(CCNC(=O)c2cc3cccc4c3n2CC(C)S4)c1` (centres undefined)?
TRb SRC2 PPI: 4%; TR SRC2 fluor cs: -2%

What do the screens show for `COc1cccc(Cn2c(CNS(=O)(=O)c3ccc4c(c3)CCCC4)nc3cccnc32)c1`?
TRb SRC2 PPI: -3%; TR SRC2 fluor cs: 2%

How did COc1cc(CN2CCc3nc(N4CCN(c5ccccc5F)CC4)ncc3C2)ccc1OC(C)C do in these assays?
TRb SRC2 PPI: 8%; TR SRC2 fluor cs: -3%

Results for CC(=O)Nc1ccc(S(=O)(=O)NCCc2cn3ccsc3n2)cc1 ?
TRb SRC2 PPI: -14%; TR SRC2 fluor cs: 0%

What do the screens show for `COc1cccc(CN2C(=O)C3(SCC(=O)N3c3cc(C)cc(C)c3)c3ccccc32)c1` (centres undefined)?
TRb SRC2 PPI: 5%; TR SRC2 fluor cs: -3%

Results for CCOc1ccc(NS(=O)(=O)c2cc3c(cc2Cl)NC(=O)CO3)cc1 ?
TRb SRC2 PPI: -3%; TR SRC2 fluor cs: 0%

Results for COc1cccc2cc(-c3nc(-c4ccc(C)cc4)c(C)s3)c(=O)oc12 ?
TRb SRC2 PPI: 5%; TR SRC2 fluor cs: 3%

What do the screens show for `Cc1ccccc1CNC(=O)c1ccc(NC(=O)c2nsc3ccccc23)cc1`?
TRb SRC2 PPI: 1%; TR SRC2 fluor cs: 1%

What do the screens show for `Cc1ccc(NC(=O)c2c(C)oc3ncn(CC(C)C)c(=O)c23)nc1`?
TRb SRC2 PPI: -17%; TR SRC2 fluor cs: -65%

How did Cc1cccc(CCNC(=O)C2CCC(CNS(=O)(=O)c3ccccc3)CC2)c1 (centres undefined) do in these assays?
TRb SRC2 PPI: -2%; TR SRC2 fluor cs: 3%

How did CC1CCc2nn(CC(=O)Nc3cccc(C(F)(F)F)c3)c(=O)cc2C1 (centres undefined) do in these assays?
TRb SRC2 PPI: -5%; TR SRC2 fluor cs: 0%

How did COc1ccc(C)cc1NC(=O)N1CCCn2nc(C)cc21 do in these assays?
TRb SRC2 PPI: 10%; TR SRC2 fluor cs: -7%

Results for O=C(NCCCN1CCN(c2ccccc2F)CC1)c1sc2ncccc2c1-n1cccc1 ?
TRb SRC2 PPI: 10%; TR SRC2 fluor cs: -3%

What do the screens show for `Cc1cc(C)c(NC(=O)Cn2c(SCC(=O)NCc3ccccc3)nc3ccccc32)c(C)c1`?
TRb SRC2 PPI: -4%; TR SRC2 fluor cs: -1%

How did CC(=O)OC1CCC(C(C)(C)C)CC1 (centres undefined) do in these assays?
TRb SRC2 PPI: 5%[201 µM]; TR SRC2 fluor cs: -2%[201 µM]

How did COc1ccc(C)cc1NC(=O)c1c2c(nc3ccccc13)C(=O)N(C1CCCCC1)C2 do in these assays?
TRb SRC2 PPI: -1%; TR SRC2 fluor cs: inconclusive

Results for CCOC(=O)c1c(C)[nH]c(C)c1S(=O)(=O)N1CCC(C(=O)N2CCN(c3cccc(C)c3C)CC2)CC1 ?
TRb SRC2 PPI: 0%; TR SRC2 fluor cs: -2%

Four entries picked at random from the list so far:
What do the screens show for `COc1cccc(CN2C(=O)C3(SCC(=O)N3c3cc(C)cc(C)c3)c3ccccc32)c1` (centres undefined)?
TRb SRC2 PPI: 5%; TR SRC2 fluor cs: -3%

What do the screens show for `Cc1ccc(NC(=O)c2c(C)oc3ncn(CC(C)C)c(=O)c23)nc1`?
TRb SRC2 PPI: -17%; TR SRC2 fluor cs: -65%

What do the screens show for `Cc1cc(C)c(NC(=O)Cn2c(SCC(=O)NCc3ccccc3)nc3ccccc32)c(C)c1`?
TRb SRC2 PPI: -4%; TR SRC2 fluor cs: -1%

Results for CCOc1ccc(NS(=O)(=O)c2cc3c(cc2Cl)NC(=O)CO3)cc1 ?
TRb SRC2 PPI: -3%; TR SRC2 fluor cs: 0%

(cont.)
How did COc1ccc(S(=O)(=O)NCC(c2ccco2)N2CCN(c3ccccc3F)CC2)cc1OC (centres undefined) do in these assays?
TRb SRC2 PPI: 1%; TR SRC2 fluor cs: 1%

How did CC(C)c1cc(-c2nc(-c3cccc(Cl)c3)no2)n[nH]1 do in these assays?
TRb SRC2 PPI: -5%; TR SRC2 fluor cs: -4%

Results for COc1ccc(-c2cc(C)no2)cc1S(=O)(=O)NC(C)C ?
TRb SRC2 PPI: -3%; TR SRC2 fluor cs: -2%

What do the screens show for `Cc1ccc(NC(=O)CN2C(=O)CC(c3ccc(F)cc3)=Nc3ccccc32)cc1F`?
TRb SRC2 PPI: 0%; TR SRC2 fluor cs: inconclusive

What do the screens show for `Cc1c(Cl)cccc1NC(=O)Cn1c(=O)n(Cc2nc(-c3ccccc3)no2)c(=O)c2cc3c(cc21)OCO3`?
TRb SRC2 PPI: -2%; TR SRC2 fluor cs: -2%

What do the screens show for `Cc1cc(C)c(C#N)c(SCC(=O)Nc2ccccc2C#N)n1`?
TRb SRC2 PPI: -4%; TR SRC2 fluor cs: -4%

How did CCOC(=O)CCCCN(Cc1ccccc1F)S(=O)(=O)c1ccc(F)c(C(=O)Nc2cc(Cl)cc(Cl)c2)c1 do in these assays?
TRb SRC2 PPI: 7%; TR SRC2 fluor cs: -2%

How did CCc1ccccc1N1C(=O)N(C)c2ccccc2S1(=O)=O do in these assays?
TRb SRC2 PPI: -4%; TR SRC2 fluor cs: -3%

What do the screens show for `COC(=O)c1ccc(NC(=O)N2CCN(Cc3cc(=O)n4nc(-c5ccc(C)cc5)sc4n3)CC2)cc1`?
TRb SRC2 PPI: -8%; TR SRC2 fluor cs: -1%

Results for Cc1ccc(-n2ncc(C(=O)N3CCN(C(=O)c4ccco4)CC3)c2C2CCN(C(=O)OC(C)(C)C)CC2)cc1 ?
TRb SRC2 PPI: -4%; TR SRC2 fluor cs: -1%

What do the screens show for `COc1ccc(N2CCN(c3ncnc4c3nnn4C)CC2)cc1`?
TRb SRC2 PPI: -2%; TR SRC2 fluor cs: 0%

Results for Cc1ccc(S(=O)Cc2nc(-c3ccc(C(=O)NCc4cccc(C)c4)cc3)oc2C)cc1 (centres undefined) ?
TRb SRC2 PPI: -1%; TR SRC2 fluor cs: -1%

Results for O=S(=O)(NCc1ccc(Cl)cc1)c1ccc(-c2cnc(C3CC3)o2)cc1 ?
TRb SRC2 PPI: 1%; TR SRC2 fluor cs: 1%

Results for CCc1ccccc1NC(=O)CN(c1ccccc1)S(=O)(=O)c1ccsc1C(=O)OC ?
TRb SRC2 PPI: -17%; TR SRC2 fluor cs: inconclusive

Results for Cn1cc(S(=O)(=O)N2CCCCCC2)cc1C(=O)Nc1ccccc1F ?
TRb SRC2 PPI: -2%; TR SRC2 fluor cs: -2%

How did Cc1cccc(-c2nc(CCNC(=O)Cc3ccccc3)cs2)c1 do in these assays?
TRb SRC2 PPI: 3%; TR SRC2 fluor cs: -18%

How did Cn1ccc2cc(S(=O)(=O)N3CCCC(C(=O)NCc4ccc(F)cc4)C3)ccc21 (centres undefined) do in these assays?
TRb SRC2 PPI: 2%; TR SRC2 fluor cs: inconclusive

Results for CCc1ccc(NC(=O)Nc2ccccc2OCc2cc(=O)n3ccccc3n2)cc1 ?
TRb SRC2 PPI: -5%; TR SRC2 fluor cs: -1%

Results for COc1ccc(CCNC(=O)Cn2c(=O)nc(-c3ccccc3F)c3cc(Cl)ccc32)cc1OC ?
TRb SRC2 PPI: -5%; TR SRC2 fluor cs: -3%

What do the screens show for `COc1ccc(C2N=C(N)Nc3nc4ccccc4n32)cc1` (centres undefined)?
TRb SRC2 PPI: 4%; TR SRC2 fluor cs: -3%

How did CCCC(=O)OCc1cnc(C)c2oc(=O)c(C(=O)Nc3ccc(F)cc3C)cc12 do in these assays?
TRb SRC2 PPI: -4%; TR SRC2 fluor cs: 0%

What do the screens show for `CCCC(=O)OCc1cnc(C)c2oc(=O)c(C(=O)Nc3ccccc3)cc12`?
TRb SRC2 PPI: 6%; TR SRC2 fluor cs: -2%

How did Cc1cc(NC(=O)c2ccccc2F)ccc1-c1nc2ccccc2s1 do in these assays?
TRb SRC2 PPI: 2%; TR SRC2 fluor cs: -3%

Not all compounds are listed; the hit share may differ from the screen's.
